Assay outcomes as filed in PubChem.
Tau FP inhib: qHTS for Inhibitors of Tau Fibril Formation, Fluorescence Polarization; Microtubule-associated protein tau (Homo sapiens), P10636; K18 P301L tau heparin fibrillization, Alexa594 FP, 6 h; Potency, µM (top dose mostly 57.7 µM), for inactives: at the top dose activity, negative = inhibition, hits mostly inhibitors; 0.39% of 280,000 active; AID 1468, 2008; further: on the % scale 0 is the no-effect control and ±100 the full control effect; nearly all actives have a fitted effect of over 55% in size
Target sequence (P10636 561-689 P618L limits assumed): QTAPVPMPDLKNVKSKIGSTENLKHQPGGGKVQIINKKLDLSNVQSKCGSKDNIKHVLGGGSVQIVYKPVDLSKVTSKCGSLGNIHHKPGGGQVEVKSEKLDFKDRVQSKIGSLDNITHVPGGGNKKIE
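K18 P301L tau (15 uM unlabeled/0.24 uM Alexa 594-labeled, final) + compound + heparin 20 uM final; 100 mM NaOAc pH 7; 6 hr 37 C; ThT 30 uM final added, 1 hr RT; FP ex 555/em 632 nm.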
JMJD2E inh: qHTS Assay for Inhibitors of Human Jumonji Domain Containing 2E (JMJD2E); AID 2147, 2009; 1.6% of 230,000 active; Lysine-specific demethylase 4E (Homo sapiens), B2RXH2; JMJD2E catalytic domain, FDH-coupled NADH fluorescence (FDH is formaldehyde dehydrogenase); Potency, µM (highest dose often 57.1 µM), for the others: top-dose activity change, negative = inhibition, usual class: inhibitors; active means well fitted inhibition curve with a large enough effect, not every such curve was filed as active; inconclusive means small, poorly fitted or top-dose-only effect, or another doubt; inactive means no such curve, though single readings can be large or run the other way;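 further: 0% = wells with enzyme and -100% = buffer wells without enzyme; nearly all actives have a fitted effect of over 50% in size; many of its hits are not listed in these tables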
Target sequence (B2RXH2 1-337 limits assumed): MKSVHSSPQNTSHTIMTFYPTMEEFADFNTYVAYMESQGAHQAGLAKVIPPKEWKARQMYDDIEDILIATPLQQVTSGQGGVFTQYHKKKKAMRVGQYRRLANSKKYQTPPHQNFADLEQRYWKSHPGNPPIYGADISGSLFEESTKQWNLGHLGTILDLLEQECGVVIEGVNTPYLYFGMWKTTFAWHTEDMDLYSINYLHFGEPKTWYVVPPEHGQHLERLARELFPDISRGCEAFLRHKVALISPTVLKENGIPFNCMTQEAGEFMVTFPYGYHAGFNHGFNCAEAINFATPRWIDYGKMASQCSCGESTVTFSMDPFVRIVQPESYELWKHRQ
Tau fibril ThT: qHTS for Inhibitors of Tau Fibril Formation, Thioflavin T Binding. AID 1460, 2008. recombinant tau K18 P301L, heparin-induced fibrillization, ThT fluorescence. Potency, µM (highest dose often 57.4 µM), for inactives: top-dose activity, negative = inhibition, hits mostly inhibitors. Microtubule-associated protein tau (Homo sapiens), P10636. 2.1% of 270,000 active; further: on the % scale 0 is the no-effect control and ±100 the full control effect; nearly all actives have a fitted effect of over 55% in size
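Heparin-induced fibrillization of the P301L-mutant K18 repeat-domain fragment of human tau was followed by ThT binding in quantitative high-throughput format.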
ALDH1A1 block: qHTS Assay for Inhibitors of Aldehyde Dehydrogenase 1 (ALDH1A1) | Aldehyde dehydrogenase 1A1 (Homo sapiens), P00352 | AID 1030, 2008 | Purified ALDH1A1, NADH fluorescence, propionaldehyde substrate | 7.3% of 220,000 active | Potency, µM (top dose mostly 75.3 µM), for inactives: top-dose activity, negative = inhibition, most hits filed as inhibitors; active means well fitted inhibition curve with a large enough effect, not every such curve was filed as active; inconclusive means small, poorly fitted or top-dose-only effect, or another doubt; inactive means no such curve, though single readings can be large or run the other way;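 further: plate controls were no enzyme wells and a reference inhibitor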
Target sequence (P00352 whole entry, looked up): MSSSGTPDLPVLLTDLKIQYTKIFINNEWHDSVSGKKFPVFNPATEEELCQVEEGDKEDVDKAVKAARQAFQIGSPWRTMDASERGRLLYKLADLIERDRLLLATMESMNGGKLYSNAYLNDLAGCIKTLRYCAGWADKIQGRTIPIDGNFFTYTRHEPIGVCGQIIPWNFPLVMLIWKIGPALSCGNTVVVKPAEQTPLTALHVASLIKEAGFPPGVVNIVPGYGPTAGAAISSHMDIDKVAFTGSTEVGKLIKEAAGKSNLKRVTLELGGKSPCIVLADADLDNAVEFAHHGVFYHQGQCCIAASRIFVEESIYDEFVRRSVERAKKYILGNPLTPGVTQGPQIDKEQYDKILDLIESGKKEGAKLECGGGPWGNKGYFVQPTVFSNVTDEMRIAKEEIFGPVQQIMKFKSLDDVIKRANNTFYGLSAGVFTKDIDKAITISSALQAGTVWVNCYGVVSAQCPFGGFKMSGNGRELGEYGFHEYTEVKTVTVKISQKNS
HTT ATP protect: qHTS Multiplex Assay to Identify Dual Action Probes in a Cell Model of Huntington: Cytoprotection (ATP). Potency, µM (top dose mostly 56.4 µM), inactives show cytoprotection (ATP increase), hits mostly activators. 0.14% of 230,000 active. PC12 HTT-Q103 induced, cytoprotection, ATP luminescence, 40 h;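 further: % of control where 0% means no effect; nearly all actives have a fitted effect of over 45% in size; toxic huntingtin expression switched on by the ecdysone agonist tebufenozide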
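Quantitative HTS on tebufenozide-induced (100 nM) PC12 cells expressing HTTQ103 exon 1–GFP; compounds tested as a concentration series; survival measured via cellular ATP.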
SMN2 splice enh: qHTS Assay for Enhancers of SMN2 Splice Variant Expression; Potency, µM (doses to about 46.1 µM), without a hit: at the highest dose activity change, positive = activation, hits mostly activators; HEK293 SMN2-luciferase splicing reporter, luminescence, 30-36 h; AID 1458, 2008; 2.8% of 210,000 active; further: % of control where 0% means no effect; nearly all actives have a fitted effect of over 55% in size
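HEK293 cells carry an SMN2 minigene-luciferase reporter in which exon 7 inclusion puts luciferase in frame. Cells were seeded at 2000 cells/well, attached for 10-12 hours, then exposed to compounds for 30-36 hours at 37C before ONE-Glo luminescence.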
HttQ103 aggreg: qHTS Multiplex Assay to Identify Dual Action Probes in a Cell Model of Huntington: Aggregate Formation (GFP); PC12 HttQ103-GFP aggregates, Acumen cytometry, 40 h; Potency, µM (titrated, usually from 46.1 µM), without a hit: at the highest dose activity change, negative = inhibition, hits mostly inhibitors; 1.1% of 220,000 active; AID 1688, 2009; further: on the % scale 0 is the no-effect control and ±100 the full control effect; nearly all actives have a fitted effect of over 60% in size
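Ecdysone-promoter PC12 model expressing HTT exon 1 Q103 fused to GFP, induced by tebufenozide at 100 nM final. Compounds titrated; aggregates sized 1–25 µm scored on a 488 nm laser cytometer.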
Tau fluor counter: Counterscreen qHTS for Inhibitors of Tau Fibril Formation, Fluorescence Polarization; tau K18 P301L (four-repeat tau fragment) Alexa594 fluorescence, heparin fibrillization; Potency, µM (top dose mostly 57.7 µM), without a hit: at the top dose activity change, negative = decrease; 0.93% of 280,000 active; AID 1463, 2008; further: on the % scale 0 is the no-effect control and ±100 the full control effect; nearly all actives have a fitted effect of over 55% in size
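Human K18 P301L tau (15 uM unlabeled plus 0.24 uM Alexa 594-labeled, final) in 100 mM sodium acetate pH 7 was mixed with compound and 20 uM heparin and incubated 6 hr at 37 C.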
* marks the source's active call; other numbers are inactive results; & = joins results of further samples; [ ] = dose if it differs, or a comment. Unless noted, the call rests on the fitted dose curve; in most records, active means well fitted curve in the direction sought with a large enough effect; inconclusive means small, poorly fitted or top-dose-only effect, or another doubt; inactive means no such curve, though single readings can be large; an effect the other way counts as inactive or inconclusive. Potency means the concentration at half of the fitted maximal effect. Some of the compounds tested (hit frequency here may not be typical).

What do the screens show for `COCCN1Cc2cccc(C(=O)N3CCN(c4cc(C)ccc4C)CC3)c2C1=O`?
Tau FP inhib: 1.0%; JMJD2E inh: -16.9%; Tau fibril ThT: -18.0%; ALDH1A1 block: inconclusive; HTT ATP protect: -15.4%; SMN2 splice enh: -9.5%; HttQ103 aggreg: -5.9%; Tau fluor counter: -3.2%

What do the screens show for `CCOC(=O)c1cc(-c2ccc(C)cc2)n(CCC(=O)NCCc2ccc(C)cc2)c1C`?
Tau FP inhib: 2.6%; Tau fibril ThT: -1.7%; SMN2 splice enh: -13.8%; Tau fluor counter: -4.3%

Results for OC(COc1ccccc1)CN1C2=NCCCN2c2ccccc21 (stereo unspecified) ?
Tau FP inhib: 4.5%; JMJD2E inh: -0.2%; Tau fibril ThT: 3.8%; ALDH1A1 block: 4.1%; HTT ATP protect: 9.5%[10 µM]; SMN2 splice enh: -21.3%; HttQ103 aggreg: -3.4%; Tau fluor counter: 2.5%

How did Cc1ccc(NC(=O)C2CCCN(S(=O)(=O)c3c(C)n[nH]c3C)C2)c(C)c1 (stereo unspecified) do in these assays?
Tau FP inhib: -8.0%; Tau fibril ThT: -7.6%; SMN2 splice enh: -16.2%; Tau fluor counter: -13.5%

Results for CCCNC(=O)c1c(C)cc(=O)oc1C ?
Tau FP inhib: -3.7%; JMJD2E inh: -3.1%; Tau fibril ThT: -0.6%; ALDH1A1 block: -0.9%; HTT ATP protect: -12.5%; SMN2 splice enh: -9.5%; HttQ103 aggreg: 3.6%; Tau fluor counter: -0.3%

What do the screens show for `COc1ccc(C(=O)Nc2ccc3nc4c(c(Nc5ccccc5OC)c3c2)CCCC4)c(OC)c1`?
Tau FP inhib: -7.3%; Tau fibril ThT: 17.8µM*; SMN2 splice enh: 15.7%; Tau fluor counter: inconclusive

What do the screens show for `Cc1ccc2[nH]c(=O)c(CN(CCCN3CCOCC3)C(=O)Nc3ccc(Cl)cc3)cc2c1`?
Tau FP inhib: -8.7%; JMJD2E inh: inconclusive; Tau fibril ThT: -11.9%; ALDH1A1 block: -13.0%; SMN2 splice enh: -7.3%; Tau fluor counter: -25.9%

How did O=C(Nc1ccccc1C(F)(F)F)Nc1cccc2ccccc12 do in these assays?
Tau FP inhib: -3.1%; JMJD2E inh: inconclusive; Tau fibril ThT: 4.6%; ALDH1A1 block: -1.0%; HTT ATP protect: 1.5%; SMN2 splice enh: -5.1%; HttQ103 aggreg: 13.2%; Tau fluor counter: 5.0%

How did O=C(CN1CCCCC1)N1c2ccccc2Sc2ccc(C(F)(F)F)cc21 do in these assays?
Tau FP inhib: 2.2%; JMJD2E inh: -1.0%; Tau fibril ThT: -6.0%; ALDH1A1 block: 2.1%; HTT ATP protect: inconclusive; SMN2 splice enh: -29.2%; HttQ103 aggreg: -16.5%; Tau fluor counter: -6.7%

What do the screens show for `CC(=O)C1=C(O)C(=O)N(c2ccc(C(=O)O)cc2)C1c1ccccc1` (stereo unspecified)?
Tau FP inhib: -3.9%; JMJD2E inh: inconclusive; Tau fibril ThT: -1.5%; ALDH1A1 block: -4.2%; HTT ATP protect: -2.6%; SMN2 splice enh: 11.1%; HttQ103 aggreg: -7.5%; Tau fluor counter: 1.0%

What do the screens show for `CCn1cc(C(=O)NCc2ccco2)c(=O)c2cc(S(=O)(=O)N3CC(C)CC(C)C3)ccc21` (stereo unspecified)?
Tau FP inhib: 9.2%; JMJD2E inh: 2.4%; Tau fibril ThT: inconclusive; ALDH1A1 block: inconclusive; HTT ATP protect: -120.9%[inhibitor][0.074 µM]; SMN2 splice enh: -46.8%[inhibitor]; HttQ103 aggreg: -24.8%; Tau fluor counter: -26.0%

What do the screens show for `COc1ccc(C2CCCN2C(=S)Nc2ccccc2C)cc1OC` (stereo unspecified)?
Tau FP inhib: -1.0%; JMJD2E inh: -3.5%; Tau fibril ThT: -3.3%; ALDH1A1 block: -3.5%; HTT ATP protect: -38.5%[inhibitor]; SMN2 splice enh: -59.0%[inhibitor]; HttQ103 aggreg: -19.5%; Tau fluor counter: -2.9%

Results for CC(=O)c1c(C)cc(C)c(CSc2nnc(-c3ccco3)o2)c1C ?
Tau FP inhib: -0.6%; JMJD2E inh: -2.6%; Tau fibril ThT: -20.0%; ALDH1A1 block: 5.8%; HTT ATP protect: 8.0%; SMN2 splice enh: -13.2%; HttQ103 aggreg: 5.4%; Tau fluor counter: -11.9%

What do the screens show for `O=C1c2ccccc2-c2nc3ccccc3nc21`?
Tau FP inhib: inconclusive; JMJD2E inh: -2.9%; Tau fibril ThT: 20µM*; ALDH1A1 block: 12.6µM*; HTT ATP protect: -25.7%; SMN2 splice enh: 12.6µM*; HttQ103 aggreg: -8.6%; Tau fluor counter: inconclusive

How did O=C(Cc1cccs1)N(c1ccc(F)cc1)C1(C(=O)NC2CCCCC2)CCCC1 do in these assays?
Tau FP inhib: 4.5%; JMJD2E inh: -2.4%; Tau fibril ThT: -6.8%; ALDH1A1 block: 3.6%; HTT ATP protect: inconclusive; SMN2 splice enh: -13.8%; HttQ103 aggreg: 4.3%; Tau fluor counter: 5.1%

How did CN(C)c1cccc(C(=O)OCC(=O)N2CCc3ccccc3C2)c1 do in these assays?
Tau FP inhib: 13.3%; JMJD2E inh: inconclusive; Tau fibril ThT: -18.3%; ALDH1A1 block: inconclusive; HTT ATP protect: -9.6%; SMN2 splice enh: inconclusive; HttQ103 aggreg: 10.4%; Tau fluor counter: -14.1%

Results for O=C1N(Cc2cccc(Cl)c2)C[C@@H]2C[C@@H](c3ccc4nonc4c3)N3CCC[C@@]123 ?
Tau FP inhib: -0.7%[2.34 µM]; JMJD2E inh: 8.7%; Tau fibril ThT: 5.3%; ALDH1A1 block: -4.7%; HTT ATP protect: -47.4%[inhibitor][10 µM]; HttQ103 aggreg: -0.3%[9.22 µM]; Tau fluor counter: 0.5%[2.34 µM]

Results for O=C(CCCn1c(=O)[nH]c2cc(Cl)ccc2c1=O)NCCC1=CCCCC1 ?
Tau FP inhib: -6.3%; JMJD2E inh: 1.8%; Tau fibril ThT: -12.9%; ALDH1A1 block: -0.1%; HTT ATP protect: 10.0%; SMN2 splice enh: -21.6%; HttQ103 aggreg: 5.5%; Tau fluor counter: -9.0%

Results for COc1ccc(CNC(=O)CSc2nc3[nH]ncc3c(=O)n2-c2ccccc2Br)cc1 ?
Tau FP inhib: -4.5%; JMJD2E inh: 12.0%; Tau fibril ThT: 0.1%; ALDH1A1 block: 15.8µM*; HTT ATP protect: -3.8%; SMN2 splice enh: -22.8%; HttQ103 aggreg: -2.4%; Tau fluor counter: -4.1%

What do the screens show for `S=C(NCCc1ccccc1)NC1CC1`?
Tau FP inhib: 8.4%; JMJD2E inh: 6.9%; Tau fibril ThT: 2.1%; ALDH1A1 block: -0.8%; HTT ATP protect: -10.6%[10 µM]; SMN2 splice enh: 23.6%; HttQ103 aggreg: 11.7%; Tau fluor counter: 7.5%

How did N[C@H](C(=O)O)C(O)C(O)C(O)CO (stereo partly specified) do in these assays?
Tau FP inhib: -2.1%; JMJD2E inh: 1.5%; Tau fibril ThT: 1.3%; ALDH1A1 block: 6.9%; SMN2 splice enh: 8.0%; Tau fluor counter: -1.9%

How did CCOc1ccc(C2C([N+](=O)[O-])=C(C)N(C)C(=O)N2C)cc1OC (stereo unspecified) do in these assays?
Tau FP inhib: -5.0%; JMJD2E inh: 9.6%; Tau fibril ThT: -9.3%; ALDH1A1 block: 6.6%; HTT ATP protect: 6.9%[10 µM]; HttQ103 aggreg: 22.2%[9.22 µM]; Tau fluor counter: -17.8%

Results for Cc1ccc(NC(=O)/C(C#N)=C/c2ccc(C(C)C)cc2)cc1C ?
Tau FP inhib: 3.4%; Tau fibril ThT: -17.4%; SMN2 splice enh: -0.1%; Tau fluor counter: -1.8%

Results for CCC1=C(OC(=O)N(CC)CC)N2C(=O)OC(=NCCc3c[nH]c4ccccc34)[C@]2(Cc2ccccc2)[C@H]2C1=CC[C@H]1C(=O)N(C)C(=O)[C@H]12 ?
Tau FP inhib: inconclusive; JMJD2E inh: -13.4%&-7.2%; Tau fibril ThT: inconclusive; ALDH1A1 block: -0.8%; HTT ATP protect: 26.8%; SMN2 splice enh: -32.1%[inhibitor]; HttQ103 aggreg: -31.1%[9.22 µM]; Tau fluor counter: -23.2%&-28.0%

What do the screens show for `Cc1ccc(CSc2nc3c(c(N(C)C)n2)CCCC3)cc1`?
Tau FP inhib: -5.5%; JMJD2E inh: -11.2%; Tau fibril ThT: -16.5%; ALDH1A1 block: inconclusive; HTT ATP protect: 5.9%[10 µM]; SMN2 splice enh: -8.0%; HttQ103 aggreg: inconclusive; Tau fluor counter: -7.4%

What do the screens show for `COc1ccc(-n2nnnc2SCC(=O)Nc2nc3c(s2)CCCC3)cc1`?
Tau FP inhib: 0.9%; JMJD2E inh: 3.0%; Tau fibril ThT: -16.3%; ALDH1A1 block: inconclusive; HTT ATP protect: -2.6%; SMN2 splice enh: -41.2%[inhibitor]; HttQ103 aggreg: inconclusive; Tau fluor counter: inconclusive

Results for O=C(NC12CC3CC(CC(C3)C1)C2)c1ccc(=O)oc1 ?
Tau FP inhib: 3.4%; JMJD2E inh: -6.5%; Tau fibril ThT: -3.3%; ALDH1A1 block: 7.1%; HTT ATP protect: -5.0%; SMN2 splice enh: -7.8%; HttQ103 aggreg: -11.6%; Tau fluor counter: -10.0%

How did O=c1[nH]cnc2nc(-c3ccccc3)c(-c3ccccc3)nc12 do in these assays?
Tau FP inhib: 0.4%; JMJD2E inh: 3.16µM*; Tau fibril ThT: -11.8%; ALDH1A1 block: inconclusive; HTT ATP protect: -3.9%[10 µM]; SMN2 splice enh: -0.9%; HttQ103 aggreg: 14.1µM*; Tau fluor counter: -8.1%
